TRPC4 agonist = opens the mouse TRPC4 cation channel; HEK293 TRPC4beta/mu-opioid, Fluo4 calcium fluorescence; active compounds read high; B-score at 10 µM; 310,000 tested, 0.49% active; AID 2237;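 active = B-score above 5 SD of library B-scores, and initial fluorescence ratio not above library mean plus 5 SD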;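 also: positive B-score marks a calcium rise read as TRPC4 activation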
Target sequence (Q9QUQ5 whole entry, looked up): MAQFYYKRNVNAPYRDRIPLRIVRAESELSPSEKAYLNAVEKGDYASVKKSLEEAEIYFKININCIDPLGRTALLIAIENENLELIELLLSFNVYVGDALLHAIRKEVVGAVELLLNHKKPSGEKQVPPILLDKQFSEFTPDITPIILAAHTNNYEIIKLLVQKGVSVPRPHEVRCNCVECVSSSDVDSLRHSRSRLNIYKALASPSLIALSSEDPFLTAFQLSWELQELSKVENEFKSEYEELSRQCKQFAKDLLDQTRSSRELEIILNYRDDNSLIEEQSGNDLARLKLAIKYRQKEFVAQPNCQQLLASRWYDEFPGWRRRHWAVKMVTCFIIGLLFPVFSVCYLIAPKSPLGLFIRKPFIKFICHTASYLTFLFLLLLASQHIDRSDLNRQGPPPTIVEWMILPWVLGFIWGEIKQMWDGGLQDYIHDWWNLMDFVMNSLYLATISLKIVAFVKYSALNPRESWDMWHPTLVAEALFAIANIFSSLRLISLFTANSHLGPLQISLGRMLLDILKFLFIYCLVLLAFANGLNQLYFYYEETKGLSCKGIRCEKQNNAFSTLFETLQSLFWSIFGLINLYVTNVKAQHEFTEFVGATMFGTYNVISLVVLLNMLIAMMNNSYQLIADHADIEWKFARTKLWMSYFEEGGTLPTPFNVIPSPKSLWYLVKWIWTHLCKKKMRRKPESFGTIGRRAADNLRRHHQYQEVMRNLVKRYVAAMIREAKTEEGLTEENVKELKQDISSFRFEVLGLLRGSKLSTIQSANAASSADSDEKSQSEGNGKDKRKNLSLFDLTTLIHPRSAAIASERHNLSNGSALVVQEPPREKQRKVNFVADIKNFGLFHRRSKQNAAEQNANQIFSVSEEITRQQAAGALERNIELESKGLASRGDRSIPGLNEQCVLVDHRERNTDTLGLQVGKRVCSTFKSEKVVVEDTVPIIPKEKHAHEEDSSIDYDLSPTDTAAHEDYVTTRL
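Technique: kinetic Fluo4 calcium fluorescence; Test system: TRPC4beta and mu-opioid receptor HEK293 stable cells; Measure: B-scored integrated calcium fluorescence ratio; Benchmarks: low control buffer alone, high control maximal DAMGO; Schedule: 45 min room-temperature Fluo4 loading, 110 s read.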
MrgX1 allo act = human MrgX1 positive allosteric modulation, primary screen; Q96LB2; MrgX1-HEK293, Fluo-4 calcium flux, FDSS; active compounds read high; B-score at 10 µM; 310,000 tested, 0.63% active; AID 588675;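 active = plate-corrected calcium response at least 3 library SD above typical, normal starting fluorescence, not activating the receptor alone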;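 also: compound read alongside a low EC10 to EC30 dose of BAM8-22 agonist; peak minus trough fluorescence over baseline measured at the second addition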
HIF act = HIF pathway transcriptional activation. U2OS HRE-luciferase reporter, luminescence; normalized: DMSO 0%, desferrioxamine 100%. activation, % at 7.5 µM (by protocol). 300,000 tested, 0.32% active. AID 1910;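 active = mean activation of at least 10% of the iron chelator positive control signal, with at least half of replicates also reaching 10%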
MrgX1 ag = activates human MrgX1 receptor signaling | MrgX1-HEK293 cells, Fluo-4 calcium fluorescence, agonist mode; active compounds read high | B-score at 10 µM | 310,000 tested, 0.44% active;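 active = calcium response B-score plate-corrected fluorescence ratio at least 3 library SD, with starting fluorescence B-score inside 5 SD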
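times = overnight plating, then 30 min 37 °C plus 30 min room-temperature dye loading | assay system = stable human MrgX1 HEK293 cell line | input = fifteen thousand cells per well | signal = kinetic calcium dye fluorescence, Fluo-4 NW | dosing = compound delivered in addition one of three | read-out = B-scored fluorescence response ratio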
TRPC4 PAM = allosteric potentiators of mouse TRPC4 channel | HEK293 TRPC4beta/mu-opioid, DAMGO EC20, Fluo-4 Ca2+ flux; active compounds read high | B-score at 10 µM | 310,000 tested, 0.42% active;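 active = B-score of calcium response area above 5 SD of library B-scores, with initial fluorescence ratio within 5 SD of library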;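 also: B-score of integrated fluorescence ratio over time as area under calcium response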
TRPC6 act = mouse TRPC6 channel activation; Q61143; HEK293-TRPC6 membrane potential dye fluorescence; active compounds read high; B-score at 10 µM; 310,000 tested, 0.13% active; AID 2550;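 active = B-score of the integrated fluorescence ratio above library mean plus 3 SD, and starting fluorescence ratio within library mean plus 5 SD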;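 also: higher score means more depolarization so channel activation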
PolyA inh = yeast polyadenylation inhibition; S. cerevisiae SKY197-pL101 polyadenylation reporter, beta-gal luminescence; efflux-impaired pdr1/pdr3 knockout yeast; score 100 = 6 SD above DMSO; calls only at 12 µM; 300,000 tested, 0.02% active; AID 1875;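 active = lowest replicate activity score at least 50, where 100 means six control SD above control mean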;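 also: yeast exposed to compound for 9 h at 30 °C; higher score means more reporter readthrough which indicates perturbed polyadenylation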
AI-2 QS modul = modulates the Vibrio harveyi AI-2 quorum sensing system; Vibrio harveyi JMH597 AI-2 luminescence/OD600 ratio, 9 h; active compounds read low; strain lacks LuxN and CqsS sensors; 0 = neutral-control median; activity change, % at 7.5 µM; 300,000 tested, 0.4% active; AID 2094; in the data active = activity change below about -75%, passing the limit was not always enough;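 also: luminescence divided by OD600 gain over 9 h not by final OD600 alone; inactives centre near 13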
TRPC6 inhibitor = blocks the mouse TRPC6 cation channel | 310,000 tested, 1.1% active | AID 2553 | B-score at 10 µM | HEK293-TRPC6, membrane potential dye, ACh-evoked depolarization; active compounds read low | Q61143;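 active = B-score under library mean minus 3 SD, initial fluorescence not abnormally high, positive integrated signal ratio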;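 also: B-score derived from integrated fluorescence ratio over the kinetic read; more negative B-score means stronger inhibition of depolarization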
TRPC4 inh = TRPC4 (mouse) channel inhibition; Q9QUQ5; HEK293 TRPC4beta/mu-opioid, DAMGO-evoked Fluo4 calcium flux; active compounds read low; B-score at 10 µM; 300,000 tested, 0.39% active; AID 2247;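 active = B-score over 3 SD under the library average, no early fluorescence shift, positive overall ratio signal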
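Assay system: HEK293 cells with stable TRPC4beta plus mu-opioid receptor expression. Dosing: single dose. Measured by: Fluo4 Ca2+ flux fluorescence. Also added: DAMGO in two steps, submaximal then maximal. Read-out: B score from integrated Fluo4 fluorescence ratio.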
MrgX1 antag = human MrgX1 receptor antagonism, primary screen | B-score at 10 µM | MRGX1-HEK293 calcium flux, Fluo-4, BAM8-22 antagonism; active compounds read low | Q96LB2 | 310,000 tested, 1.3% active;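 active = calcium-response B-score plate-corrected more than 3 library SD below zero, starting fluorescence within 5 deviations, no agonist response on first addition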;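 also: peak minus trough fluorescence over baseline after final BAM8-22 challenge near maximal dose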
The depositor's hits bear a star; i = inactive; / = no result given.

Structure,TRPC6 act,TRPC4 inh,MrgX1 ag,PolyA inh,TRPC4 PAM,MrgX1 antag,MrgX1 allo act,AI-2 QS modul,HIF act,TRPC6 inhibitor,TRPC4 agonist
CC(OC(=O)Cc1coc2cc3c(cc12)CCC3)C(=O)NC(N)=O (stereo unspecified),i,i,i,i,i,i,i,-4,-0.5,i,i
Cc1cc(C)n(C(C)CNS(=O)(=O)c2ccc(C)c(C)c2)n1 (stereo unspecified),i,i,i,i,i,i,i,28,-0.3,i,i
COc1ccc(OC)c(/C=N/NC(=O)CCN2CCN(C(c3ccccc3)c3ccccc3)CC2)c1,i,i,i,i,i,i,i,28,-0.2,i,i
CC(C)CCNC(=O)c1cn(C)c2ccc(S(=O)(=O)N3CCCC3)cc2c1=O,i,i,i,i,i,i,i,10,2.6,i,i
O=C1OCCC1Sc1nnc(-c2ccccc2Cl)n1Cc1ccccc1 (stereo unspecified),i,i,i,i,i,i,i,1,0.2,i,i
CCOC(=O)c1nn(-c2cc(C(=O)OC)cc(C(=O)OC)c2)cc1O,i,i,i,i,i,i,i,19,-0.1,i,i
Cc1cc(C(=O)COC(=O)CN=C2NS(=O)(=O)c3ccccc32)c(C)n1CCc1ccc(Cl)cc1,i,i,i,i,i,i,i,38,0.1,i,i
NC(=O)CSc1nnc(C2CC2)n1Cc1ccccc1,i,i,i,i,i,i,i,7,-0.7,i,i
O=C(Cn1cnc2ccccc2c1=O)Nc1ccc(-c2nnc3n2CCCCC3)cc1,i,i,i,i,i,i,i,37,0.5,i,i
COc1ccc([N+](=O)[O-])cc1NC(=O)CC1SC(=Nc2cccc(C)c2C)N(/N=C(\C)c2ccc(C)cc2)C1=O (stereo unspecified),i,i,i,i,i,i,i,14,0.2,i,i
Cc1ccc(OCC(=O)N(C)Cc2ccccc2)c([N+](=O)[O-])n1,i,i,i,i,i,i,i,19,-1.3,i,i
COC(=O)C1CCN(C(=O)[C@H](C)NC(=O)C2CC(=O)N(c3ccc(F)cc3)C2)CC1 (stereo partly specified),i,i,i,i,i,i,i,0,-0.3,i,i
O=C(NCCN1CCN(Cc2ccccc2)CC1)c1ccc(CS(=O)(=O)c2ccc(Br)cc2)o1,i,i,i,i,i,i,i,6,0.0,i,i
CC(C)(CNC(=O)CO/N=C1/C=C2CCC3C(C(O)C[C@@]4(C)C3CC[C@]4(O)C(=O)CO)[C@@]2(C)CC1)C(O)C(=O)O (stereo partly specified),i,i,i,i,i,i,i,14,-9.8,i,i
Cc1c(CCOC(=O)c2cc([N+](=O)[O-])ccc2Cl)sc[n+]1CCCCS(=O)(=O)[O-],i,i,i,i,i,i,i,9,-0.7,i,i
CCOC(=O)c1c(C)[nH]c(C(=O)N2CCCC(C(=O)c3ccccc3OC)C2)c1C (stereo unspecified),i,i,i,i,i,i,27*,17,0.4,i,i
O=C(O)C1C2CCC(C2)C1C(=O)Nc1cccc([N+](=O)[O-])c1 (stereo unspecified),i,i,i,i,i,i,i,23,-1.3,i,i
CN(Cc1c(C(=O)N/N=C/c2cccs2)nnn1-c1nonc1N)c1ccccc1,i,i,i,i,i,i,i,32,-0.4,i,i
COc1ccccc1OCC(=O)NCC1CCCN(Cc2cnn(C)c2C)C1 (stereo unspecified),i,i,i,i,i,i,i,27,-0.3,i,i
Cc1cccc(NC(=O)c2ccco2)c1C,i,i,i,i,i,i,i,19,-0.8,i,i
Cc1ccccc1C1CC(c2ccccc2OC(F)F)Nc2ncnn21 (stereo unspecified),i,i,i,i,i,i,i,4,-0.4,i,i
O=C(CCS(=O)(=O)c1ccccc1)NC1CCCC1,i,i,i,i,i,i,i,4,1.0,i,i
CCOc1cc(/C=N/NC(=O)CCCC(=O)NC2CCCCC2)ccc1O,i,i,i,i,i,i,i,30,-0.1,i,i
COc1ccc(CNC(=O)C2CCN(S(=O)(=O)c3cccc4cccnc34)CC2)cc1,i,i,i,i,i,i,i,9,/,i,i
COc1ccc(C=O)cc1CSc1ccccn1,i,i,i,i,i,i,i,-5,-0.5,i,i
CCN(CC(=O)Nc1ccc(OC(F)F)cc1)C1CCCCC1,i,i,i,i,i,i,i,23,-0.2,i,i
COC(=O)C1CSC(C(=O)OC)N1C(=O)CN1CCN(c2ccc(OC)cc2)CC1 (stereo unspecified),i,i,i,i,i,i,i,6,0.0,i,i
O=C(C(c1ccccc1)c1ccccc1)N1CCN(CC(O)COc2ccccc2)CC1 (stereo unspecified),i,i,i,i,i,i,i,4,-1.3,i,i
O=C1CCC(C(=O)N2CCCC(C(=O)c3ccc4ccccc4c3)C2)=NN1 (stereo unspecified),i,i,i,i,i,i,i,21,2.4,i,i
COc1ccc(C(=O)Nc2cccc([N+](=O)[O-])c2)cc1Br,i,i,i,i,i,i,i,13,0.7,i,i
CN(CCc1cn[nH]c1)C(=O)CC1C(=O)NCCN1Cc1cccc(Oc2ccccc2)c1 (stereo unspecified),i,i,i,i,i,i,i,2,0.0,i,i
COc1cccc(-c2cccc(NC(=O)C3CCN(C4CCOCC4)CC3)c2)c1,i,i,i,i,i,i,i,32,0.3,i,i
C#CCOc1ccccc1CNc1ccccc1,i,i,i,i,i,i,i,13,-0.1,i,i
O=C(NNC1CC(=O)N(c2ccccc2)C1=O)c1ccccc1Cl (stereo unspecified),i,i,i,i,i,i,i,5,0.0,i,i
Cn1cc([N+](=O)[O-])c(C(=O)NCc2cc3ccccc3[nH]2)n1,i,i,i,i,i,i,i,-1,0.0,i,i
CN(C)c1ccc(NC(=O)Cc2ccccc2)c2ccccc12,i,i,i,i,i,i,i,29,0.2,i,i

3 compounds from above, limited to TRPC4 PAM and HIF act:
| SMILES | TRPC4 PAM | HIF act |
| --- | --- | --- |
| CN(CCc1cn[nH]c1)C(=O)CC1C(=O)NCCN1Cc1cccc(Oc2ccccc2)c1 (stereo unspecified) | i | 0.0 |
| COc1cccc(-c2cccc(NC(=O)C3CCN(C4CCOCC4)CC3)c2)c1 | i | 0.3 |
| C#CCOc1ccccc1CNc1ccccc1 | i | -0.1 |

(more compounds)
Structure,TRPC6 act,TRPC4 inh,MrgX1 ag,PolyA inh,TRPC4 PAM,MrgX1 antag,MrgX1 allo act,AI-2 QS modul,HIF act,TRPC6 inhibitor,TRPC4 agonist
CC(C)(C)SC(=O)CC1NS(=O)(=O)OC2CCCCC12 (stereo unspecified),i,i,i,i,i,i,i,9,-0.5,i,i
Cc1cc(NC(=O)Cn2nnc3sc4c(c3c2=O)CCC(C(C)(C)C)C4)no1 (stereo unspecified),i,i,i,i,i,i,i,46,0.0,i,i
Cc1onc(-c2ccccc2Cl)c1C(=O)N1CCC(C(N)=O)CC1,i,i,/,i,i,/,/,8,-1.4,i,i
CCOc1cccc(C(=O)Nc2ccc(S(=O)(=O)Nc3cc(C)on3)cc2)c1,i,i,i,i,i,i,i,11,-0.2,i,i
CC1=C(C(=O)Nc2ccccc2)C(c2ccco2)NC(=O)N1 (stereo unspecified),i,i,i,i,i,i,i,24,/,i,i
CCNC(=O)NC(=O)C(C)Oc1ccc(Br)cc1Br (stereo unspecified),i,i,i,i,i,i,i,18,1.0,i,i
CC(=O)NC(Cc1ccccc1)c1ccc2c(c1)OCCCO2 (stereo unspecified),i,i,i,i,i,i,i,2,0.3,i,i
Cc1cc(C(=O)NCc2cc(C(=O)O)co2)co1,i,i,i,i,i,i,i,16,0.2,i,i
COc1cc2[nH]c(=S)n(CC3CCCO3)c(=O)c2cc1OC (stereo unspecified),i,i,i,i,i,i,i,1,0.2,i,i
CN1CCc2c(sc3c2c(=O)n(-c2ccc(Cl)cc2)c2nncn32)C1,i,i,i,i,i,i,i,25,0.0,-5.1*,i
Cc1cccc(C)c1OCC(O)Cn1c2ccccc2c2ccccc21 (stereo unspecified),i,i,i,i,i,i,i,41,-0.7,i,i
CC(NC(=O)Cn1c(NCCO)nc2ccccc21)c1ccccc1 (stereo unspecified),i,i,i,i,i,i,i,5,-0.4,i,i
CCOc1ccc(CNC(=O)Cn2nc(C)c3c(C)n(-c4ccc(C)cc4)nc3c2=O)cc1,i,i,i,i,i,i,i,21,0.0,i,i
Cn1c(=O)c2c(nc(NC3CCCC3)n2C)n(C)c1=O,i,i,i,i,i,i,i,23,-0.4,i,i
N#Cc1c(NC(=O)CSc2nc3c(c(C(F)(F)F)n2)CCc2ccccc2-3)sc2c1CCCC2,i,i,i,i,i,i,i,/,0.0,i,i
O=C(NCC1CCCO1)c1ccc(CNS(=O)(=O)c2cccc(Cl)c2)cc1 (stereo unspecified),i,i,i,i,i,i,i,5,0.0,i,i
O=S(=O)(c1ccccc1)N(CC1CO1)c1cc(Cl)ccc1Cl (stereo unspecified),i,i,i,i,i,i,i,-6,-0.4,i,i
O=S(=O)(NCc1ccccc1)c1ccc(Br)s1,i,i,i,i,i,i,i,0,-0.4,i,i
Cc1ccc2nc(SCC(=O)c3c(N)n(C)c(=O)n(C)c3=O)[nH]c2c1,i,i,i,i,i,i,i,16,-0.3,i,i
CC(=O)c1ccc(N2CCC(c3cc(-c4ccc(Cl)cc4Cl)n[nH]3)CC2)c([N+](=O)[O-])c1,i,i,i,i,i,i,i,22,-0.9,i,i
CCCn1c(O)c(N=Nc2ccc3ccccc3n2)c2ccccc21,i,i,i,i,i,-4.8*,i,6,0.9,i,i
O=C(NC1=NCCS1)c1ccc(-c2ccc(Cl)cc2)o1,i,i,i,i,i,i,i,10,3.2,i,i
O=C(NCc1ccco1)c1n[nH]c(=O)c2ccccc12,i,i,i,i,i,i,i,36,-0.1,i,i
CCc1ccc2nc3n[nH]c(N)c3cc2c1,i,i,i,i,i,i,i,8,0.9,i,68*

This is a subset, so the mix of outcomes need not match the whole.
